Screening results from PubChem BioAssay.
NCI-60 one-dose screen, 48 h, at 10 µM unless noted. Numbers give growth in % (100 = growth as untreated, 0 = no growth, -100 = all killed).
SNB-19 = SNB-19 CNS cancer cells. 81,000 tested, 2.5% active. AID 1794751
SNB-75 = SNB-75 CNS cancer. 79,000 tested, 5% active. AID 1794750
HCT-15 = HCT-15 colon cancer; 82,000 tested, 5.2% active; AID 1794746
SW-620 = SW-620 colon cancer | 82,000 tested, 5.2% active
SF-268 = SF-268 CNS cancer cells. 82,000 tested, 3.1% active. AID 1794759
KM12 = KM12 colon cancer cells; 82,000 tested, 5% active
HCC-2998 = HCC-2998 colon cancer; 79,000 tested, 4.7% active
HCT-116 = HCT-116 colon cancer; AID 1794798; 82,000 tested, 7.3% active
HT29 = HT29 colon cancer; 81,000 tested, 7.4% active; AID 1794748
An asterisk follows results filed as active; & = joins results of further samples. Rule for the calls: active = growth percent below 10; inactive = the rest. Some of the compounds tested. The share of hits here may be higher or lower than overall.

For Cc1cc2c(cc1O)C(C)(C)CCC2(C)C the results were SNB-19 101, SNB-75 74, HCT-15 90, SW-620 109, SF-268 106, KM12 104, HCC-2998 101, HCT-116 99 and HT29 95.
Oc1c(Br)c(Br)c(Br)c(Br)c1Br was read as SNB-19 108, SNB-75 77, HCT-15 102, SW-620 109, SF-268 101, KM12 96, HCC-2998 112, HCT-116 112 and HT29 130.
`Cc1ccc(-c2nc3c(s2)CC[C@@]2(C)C3=CC[C@H]3[C@@H]4CC[C@H](O)[C@@]4(C)CC[C@@H]32)cc1` gave SNB-19 101, SNB-75 94, HCT-15 93, SW-620 101, SF-268 101, KM12 105, HCC-2998 114, HCT-116 105 and HT29 102.
Screening S=C1NP(=S)(S)Nc2ccccc21 (stereo unspecified) returned SNB-19 100, HCT-15 104, SW-620 95, SF-268 95, KM12 100, HCC-2998 106, HCT-116 103 and HT29 111.
Screening O=C(c1ccccc1O)c1[nH]c(Cl)c(Cl)c1-n1c(C(=O)c2ccccc2O)cc(Cl)c1Cl returned SNB-19 9.3*, SNB-75 -1.4*, HCT-15 9.9*, SW-620 7.9*, SF-268 4.9*, KM12 -19*, HCC-2998 15, HCT-116 0.7* and HT29 4.3*.
For Clc1ccc(CSc2ncc(Br)c(N3CC3)n2)cc1 the results were SNB-75 100, HCT-15 107, SW-620 89, SF-268 103, KM12 98, HCC-2998 108, HCT-116 66 and HT29 104.
Screening c1cc2c(c(NC3=NCCCS3)c1)CCCC2 returned SNB-19 96, SNB-75 87, HCT-15 103, SW-620 99, SF-268 100, KM12 98, HCC-2998 108, HCT-116 89 and HT29 103.
`C[C@]12CC[C@H]3[C@@H](CC=C4c5nc(N)sc5CC[C@@]43C)[C@@H]1CC[C@@H]2O` gave SNB-19 99, SNB-75 90, HCT-15 98, SW-620 90, SF-268 97, KM12 102, HCC-2998 98, HCT-116 92 and HT29 95.
Cc1ccc(N2CCN(CCC#N)CC2)cc1 was read as SNB-19 88, SNB-75 79, HCT-15 97, SW-620 90, SF-268 105, KM12 90, HCC-2998 88, HCT-116 96 and HT29 103.
For CC(=O)NC1CCSC1=O (stereo unspecified) the results were SNB-19 100&108, SNB-75 95&114, HCT-15 105&110, SW-620 106&106, SF-268 107&116, KM12 110&120, HCC-2998 111&111, HCT-116 100&102 and HT29 107&105.
Screening CNC(=O)Oc1cccc2ccccc12 returned SNB-19 94, SNB-75 75, HCT-15 98, SW-620 107, SF-268 79, KM12 104, HCC-2998 107, HCT-116 98 and HT29 105.
`CC1=C2C(=O)[C@](C)(CO)C=C2C(=O)[C@](C)(O)C12CC2` gave SNB-19 60, SNB-75 39, HCT-15 -9.5*, SW-620 9.7*, SF-268 11, KM12 32, HCC-2998 -2.5*, HCT-116 5.0* and HT29 2.6*.
`COc1ccc(OC)c(NC2=N[C@]34CC(=O)CC[C@]3(C)[C@H]3CC[C@]5(C)C(=O)CC[C@H]5[C@@H]3C[C@@H]4S2)c1` gave SNB-19 96, SNB-75 83, HCT-15 64, SW-620 83, SF-268 88, KM12 83, HCC-2998 101, HCT-116 43 and HT29 63.
`O=C1C2CCC1C(N1CCCC1)CC2` (stereo unspecified) gave SNB-19 102, SNB-75 80, HCT-15 99, SW-620 100, SF-268 102, KM12 101, HCC-2998 106, HCT-116 102 and HT29 102.
`CCc1cc2c(cc1O)C(C)(C)CCC2(C)C` gave SNB-19 102, SNB-75 78, HCT-15 96, SW-620 112, SF-268 101, KM12 102, HCC-2998 99, HCT-116 100 and HT29 95.
Screening COC(=O)CN(C)P(=O)(N1CC1)N1CC1 returned SNB-19 137, SNB-75 103, HCT-15 103, SW-620 93, SF-268 100, KM12 103, HCC-2998 104, HCT-116 115 and HT29 96.
`COc1ccc(/C=C\c2cc(OC)c(OC)c(OC)c2)c(NS(=O)(=O)c2ccc(C)cc2)c1O` gave SNB-19 48, SNB-75 42, HCT-15 15, SW-620 25, SF-268 19, KM12 4.0*, HCC-2998 19, HCT-116 8.5* and HT29 17.
OC12C[C@@H](C3CO[C@@H]1O3)n1c(nc3ccccc31)N2 was read as SNB-19 109, SNB-75 99, HCT-15 96, SW-620 111, SF-268 107, KM12 110, HCC-2998 95, HCT-116 106 and HT29 100.
`COc1cccc(N=C(N)N[N+](=O)[O-])c1` gave SNB-19 108, SNB-75 89, HCT-15 100, SW-620 108, SF-268 106, KM12 100, HCC-2998 117, HCT-116 104 and HT29 104.
Cc1nn(Cc2ccccc2)c(C)c1C1(O)CC(CSC#N)OC1=O (stereo unspecified) was read as SNB-19 99, SNB-75 139, HCT-15 104, SW-620 99, SF-268 117, KM12 107, HCT-116 105 and HT29 101.

A section of the results above:
Screening c1cc2c(c(NC3=NCCCS3)c1)CCCC2 returned SNB-19 96, SNB-75 87, HCT-15 103, SW-620 99, SF-268 100, KM12 98, HCC-2998 108, HCT-116 89 and HT29 103.
`C[C@]12CC[C@H]3[C@@H](CC=C4c5nc(N)sc5CC[C@@]43C)[C@@H]1CC[C@@H]2O` gave SNB-19 99, SNB-75 90, HCT-15 98, SW-620 90, SF-268 97, KM12 102, HCC-2998 98, HCT-116 92 and HT29 95.
Cc1ccc(N2CCN(CCC#N)CC2)cc1 was read as SNB-19 88, SNB-75 79, HCT-15 97, SW-620 90, SF-268 105, KM12 90, HCC-2998 88, HCT-116 96 and HT29 103.
For CC(=O)NC1CCSC1=O (stereo unspecified) the results were SNB-19 100&108, SNB-75 95&114, HCT-15 105&110, SW-620 106&106, SF-268 107&116, KM12 110&120, HCC-2998 111&111, HCT-116 100&102 and HT29 107&105.
Screening CNC(=O)Oc1cccc2ccccc12 returned SNB-19 94, SNB-75 75, HCT-15 98, SW-620 107, SF-268 79, KM12 104, HCC-2998 107, HCT-116 98 and HT29 105.
`CC1=C2C(=O)[C@](C)(CO)C=C2C(=O)[C@](C)(O)C12CC2` gave SNB-19 60, SNB-75 39, HCT-15 -9.5*, SW-620 9.7*, SF-268 11, KM12 32, HCC-2998 -2.5*, HCT-116 5.0* and HT29 2.6*.
`COc1ccc(OC)c(NC2=N[C@]34CC(=O)CC[C@]3(C)[C@H]3CC[C@]5(C)C(=O)CC[C@H]5[C@@H]3C[C@@H]4S2)c1` gave SNB-19 96, SNB-75 83, HCT-15 64, SW-620 83, SF-268 88, KM12 83, HCC-2998 101, HCT-116 43 and HT29 63.
`O=C1C2CCC1C(N1CCCC1)CC2` (stereo unspecified) gave SNB-19 102, SNB-75 80, HCT-15 99, SW-620 100, SF-268 102, KM12 101, HCC-2998 106, HCT-116 102 and HT29 102.
`CCc1cc2c(cc1O)C(C)(C)CCC2(C)C` gave SNB-19 102, SNB-75 78, HCT-15 96, SW-620 112, SF-268 101, KM12 102, HCC-2998 99, HCT-116 100 and HT29 95.
Screening COC(=O)CN(C)P(=O)(N1CC1)N1CC1 returned SNB-19 137, SNB-75 103, HCT-15 103, SW-620 93, SF-268 100, KM12 103, HCC-2998 104, HCT-116 115 and HT29 96.
`COc1ccc(/C=C\c2cc(OC)c(OC)c(OC)c2)c(NS(=O)(=O)c2ccc(C)cc2)c1O` gave SNB-19 48, SNB-75 42, HCT-15 15, SW-620 25, SF-268 19, KM12 4.0*, HCC-2998 19, HCT-116 8.5* and HT29 17.

Next part.
Screening COc1cc(OC)cc(C2(C#N)CCN(C)CC2)c1 returned SNB-19 93, SNB-75 85, HCT-15 94, SW-620 107, SF-268 102, KM12 124, HCT-116 101 and HT29 101.
`CC(C)CCS(=O)(=O)C(c1ccccc1)c1ccccc1` gave SNB-19 94, SNB-75 87, HCT-15 101, SW-620 103, SF-268 94, HCC-2998 95, HCT-116 92 and HT29 106.
`CN1CCC2(CC1)C(C#N)C(=O)NC(=O)C2C#N` (stereo unspecified) gave SNB-19 99, SNB-75 76, HCT-15 98, SW-620 108, SF-268 107, KM12 126, HCC-2998 112, HCT-116 93 and HT29 118.
`C[S+]1C=Cc2ccccc2C1c1ccc(Cl)cc1` (stereo unspecified) gave SNB-19 110, SNB-75 -71*, HCT-15 97, SW-620 112, SF-268 47, KM12 1.9*, HCC-2998 103, HCT-116 82 and HT29 85.
Oc1c(Br)cc(Br)cc1Br.[Cu+2] was read as SNB-19 118, SNB-75 99, HCT-15 108, SW-620 99, SF-268 105, KM12 98, HCC-2998 96, HCT-116 98 and HT29 104.
CCOC(=O)C1C2c3ccccc3C(C1C(=O)OCC)[n+]1ccccc12 (stereo unspecified) was read as SNB-19 107, SNB-75 96, HCT-15 94, SW-620 105, SF-268 105, KM12 115, HCC-2998 104, HCT-116 101 and HT29 107.
Screening O=C1CC2(CC3(Cl)C(Cl)=C(Cl)C2(Cl)C3(Cl)Cl)C(=O)O1 (stereo unspecified) returned SNB-19 106, SNB-75 89, HCT-15 113, SW-620 113, SF-268 114, KM12 106, HCC-2998 102, HCT-116 91 and HT29 113.
For O=C1CC(=O)N(c2ccccc2)C(=O)N1 the results were SNB-19 98, SNB-75 85, HCT-15 111, SW-620 99, SF-268 101, KM12 103, HCC-2998 110, HCT-116 105 and HT29 97.
`CC(=O)OC1C(OC/C2=C/C3[C@@H](C(C)C)CC=C(C)[C@@H]3CC(OC(=O)/C=C/c3cn(C)cn3)[C@]3(C)C=C[C@@]2(O)O3)OCC(O)C1O` (stereo partly specified) gave SNB-19 37, SNB-75 -29*, HCT-15 36, SW-620 36, SF-268 45, KM12 14, HCC-2998 -44*, HCT-116 4.1* and HT29 8.9*.
`Cc1cc(N)ccc1N` gave SNB-19 102, SNB-75 92, HCT-15 105, SW-620 97, SF-268 103, KM12 104, HCC-2998 93, HCT-116 92 and HT29 109.
Screening COc1cc(OC)c(S(=O)(=O)N(CCCl)CCCl)cc1C1=NN(C(N)=S)C(c2ccc(Cl)cc2)C1 (stereo unspecified) returned SNB-19 84, SNB-75 54, HCT-15 75, SW-620 96, SF-268 87, KM12 88, HCC-2998 101, HCT-116 79 and HT29 80.
Screening C1CC[N-]CC1.C1CC[N-]CC1.C1CC[N-]CC1.C1CC[N-]CC1.[Cl][Rh][Cl] returned SNB-19 69, SNB-75 67, HCT-15 93, SW-620 58, SF-268 53, KM12 58, HCC-2998 87, HCT-116 37 and HT29 52.
For Cn1c(O)c(/C=C2\C=c3ccccc3=NC2=O)c(=O)n(C)c1=O the results were SNB-19 97, SNB-75 75, HCT-15 101, SW-620 95, SF-268 97, KM12 100, HCC-2998 108, HCT-116 100 and HT29 101.
CC1=CC(O)C(O)C2(C)C1CC1OC(=O)CC3C(C)C(O)C(=O)C2C13CO (stereo unspecified) was read as SNB-19 66, SNB-75 87, HCT-15 92, SW-620 99, SF-268 105, KM12 102, HCC-2998 59, HCT-116 97 and HT29 89.
For ClCCN(CCCl)c1ccc(/C=C/c2ccccc2)cc1 the results were SNB-19 94, SNB-75 93, HCT-15 82, SW-620 99, SF-268 95, KM12 94, HCC-2998 98, HCT-116 74 and HT29 76.
Screening CC12OOC(c3ccccc31)c1c2ccc2ccccc12 (stereo unspecified) returned SNB-19 65, SNB-75 -20*, HCT-15 -93*, SW-620 -52*, SF-268 43, KM12 -53*, HCC-2998 -92*, HCT-116 -94* and HT29 -81*.
COc1ccc(/C=C(/C(=O)N2CCCC2)c2cc(OC)c(OC)c(OC)c2)cc1N was read as SNB-19 44, SNB-75 -12*, HCT-15 29, SW-620 26, SF-268 47, KM12 15, HCC-2998 69, HCT-116 23 and HT29 9.1*.
Screening Cc1ccc(O)cc1C returned SNB-19 94, SNB-75 105, HCT-15 103, SW-620 104, SF-268 96, KM12 104, HCC-2998 99, HCT-116 116 and HT29 101.
Screening NC(CO)Cc1ccccc1 (stereo unspecified) returned SNB-19 100, SNB-75 86, HCT-15 98, SW-620 102, SF-268 104, KM12 104, HCC-2998 98, HCT-116 96 and HT29 101.
`c1ccc2c(C3N4CCCN3CC4)c[nH]c2c1` (stereo unspecified) gave SNB-19 100, SNB-75 71, HCT-15 98, SW-620 104, SF-268 100, KM12 103, HCC-2998 99, HCT-116 94 and HT29 101.

Pulled one by one from the list above, two records:
Screening S=C1NP(=S)(S)Nc2ccccc21 (stereo unspecified) returned SNB-19 100, HCT-15 104, SW-620 95, SF-268 95, KM12 100, HCC-2998 106, HCT-116 103 and HT29 111.
For CC(=O)NC1CCSC1=O (stereo unspecified) the results were SNB-19 100&108, SNB-75 95&114, HCT-15 105&110, SW-620 106&106, SF-268 107&116, KM12 110&120, HCC-2998 111&111, HCT-116 100&102 and HT29 107&105.
